GPR7 antagonist = blocks human GPR7 receptor signaling; hit rate 1.1% among 290,000; P48145; GPR7-expressing cells, fluorescence antagonist assay; AID 1861; inhibition, % at 4.4 µM; in the data active = inhibition above about 16%, passing the limit was not always enough;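 note: cells stimulated with the agonist NPW; 0% = agonist with vehicle and 100% = vehicle without agonist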
Target sequence (P48145 whole entry, looked up): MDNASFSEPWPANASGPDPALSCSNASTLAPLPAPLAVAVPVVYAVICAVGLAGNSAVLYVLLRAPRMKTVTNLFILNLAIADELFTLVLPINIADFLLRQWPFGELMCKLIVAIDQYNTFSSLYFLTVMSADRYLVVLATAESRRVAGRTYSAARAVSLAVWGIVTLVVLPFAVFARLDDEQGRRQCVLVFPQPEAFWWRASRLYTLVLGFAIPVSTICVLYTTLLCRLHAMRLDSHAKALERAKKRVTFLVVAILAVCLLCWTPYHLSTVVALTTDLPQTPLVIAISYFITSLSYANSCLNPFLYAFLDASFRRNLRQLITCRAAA
PHOSPHO1 block = PHOSPHO1 (human) inhibition; recombinant PHOSPHO1, absorbance phosphatase assay; hit rate 1.1% among 290,000; AID 1565; inhibition, % at 13.3 µM; in the data active = inhibition above about 60%
OXTR agonist = human OXTR agonism; CHO-OTR cells, Fluo-8 calcium fluorescence; normalized: DMSO 0%, oxytocin 100%; P30559; hit rate 0.32% among 320,000; AID 2435; activation, % at 3 µM;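 active = activation above the mean of all tested compounds plus 3 SD, cutoff set per screening run, cut at about 20% in these data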;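 note: peak over basal fluorescence ratio from a 100 s FLIPR kinetic read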
FID counter = displaces DNA intercalator in HCV helicase counter-screen | DNA fluorescent intercalator displacement, fluorescence | inhibition, % at 7.9 µM | hit rate 0.17% among 290,000 | AID 1845; in the data active = inhibition above about 37%;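 note: 0% = vehicle and 100% = reference compound; higher means more ethidium bromide displaced from hairpin DNA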
MEKK3 PB1 HTS = modulators (inhibitors or enhancers) of MEK5 binding to human MEKK3 PB1 domain; bead-based flow cytometry, Alexa488-MEK5 binding to MEKK3; actives lie on both sides; 0 = blocked by unlabeled MEK5, 100 = vehicle; binding response (% of control), % at 10 µM; hit rate 1.4% among 290,000; AID 1529;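 active = binding response more than 3 SD above or below the average of its plate-row segment, actives on both sides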;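 note: Alexa488 bead fluorescence after subtracting the streptavidin-only scavenger bead signal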
Target sequence (Q99759 whole entry, looked up, the tested form may be a part): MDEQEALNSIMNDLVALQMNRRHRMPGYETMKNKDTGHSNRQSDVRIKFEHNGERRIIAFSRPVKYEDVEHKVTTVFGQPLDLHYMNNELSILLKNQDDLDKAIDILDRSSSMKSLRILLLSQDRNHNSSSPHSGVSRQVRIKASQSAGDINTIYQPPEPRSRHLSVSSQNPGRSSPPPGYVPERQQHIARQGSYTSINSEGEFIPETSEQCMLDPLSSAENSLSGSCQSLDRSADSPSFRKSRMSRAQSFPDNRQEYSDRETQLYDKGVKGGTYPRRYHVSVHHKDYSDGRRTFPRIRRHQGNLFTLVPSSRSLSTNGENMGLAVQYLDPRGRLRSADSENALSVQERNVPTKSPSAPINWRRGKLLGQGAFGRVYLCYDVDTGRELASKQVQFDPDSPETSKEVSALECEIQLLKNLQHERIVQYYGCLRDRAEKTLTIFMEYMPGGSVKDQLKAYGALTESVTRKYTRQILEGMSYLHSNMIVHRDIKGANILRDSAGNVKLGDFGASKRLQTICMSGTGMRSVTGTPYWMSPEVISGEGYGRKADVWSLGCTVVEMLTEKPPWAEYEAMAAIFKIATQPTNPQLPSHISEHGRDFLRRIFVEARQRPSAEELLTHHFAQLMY
MEKK2wt PB1 HTS = raises or lowers MEK5 binding to wildtype human MEKK2 PB1 domain | Q9Y2U5 | binding response (% of control), % at 10 µM | bead flow cytometry, Alexa488-MEK5 binding to MEKK2 WT; actives lie on both sides | hit rate 1.1% among 290,000; in the data active = binding response below about 67% or above about 130%
M18AAP inhibitor = PfM18AAP enzyme inhibition; inhibition, % at 7.35 µM; hit rate 1.2% among 290,000; recombinant PfM18AAP, H-Glu-NHMec fluorogenic cleavage;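 active = inhibition above the campaign mean inhibition over all tested compounds plus 3 SD, cut at about 28% in these data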;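 note: 0% = plate median of test compound wells and 100% = 2 mM ZnCl2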
NALP1 yeast inh = NALP1 inhibition. inhibition, % at 10 µM. S. cerevisiae NALP1/ASC/caspase-1 growth, X-gal OD620, 72 h. hit rate 0.61% among 280,000; in the data active = inhibition mostly above about 24%, no sharp cut-off; inactive = mostly below about 32%; note: some compounds called inactive have numbers as strong as hits
MEKK2 mut-MEK5 = signal of MEK5 binding to mutant human MEKK2 PB1 domain | bead flow cytometry, Alexa488-MEK5 binding to MEKK2 mutant | hit rate 0.35% among 290,000 | percent response, % at 10 µM | AID 1530; in the data active = percent response above about 24%, passing the limit was not always enough; note: inactives centre near 1; some results filed as inactive read as strong as hits; reference of the scale not given here
Starred values were filed as active, the others as inactive; . = no result given.

SMILES	GPR7 antagonist	PHOSPHO1 block	OXTR agonist	FID counter	MEKK3 PB1 HTS	MEKK2wt PB1 HTS	M18AAP inhibitor	NALP1 yeast inh	MEKK2 mut-MEK5
CC1CCN(c2c(NCC3CCC(C(=O)N4CCCCC4)CC3)c(=O)c2=O)CC1 (configuration not stated)	-10.7	20.6	-0.1	-31.8	96.0	101.0	0.9	14.5	-2.0
COc1ccc(CCC(=O)Nc2ccc(S(=O)(=O)Nc3nccc(C)n3)cc2)cc1	5.0	28.0	1.0	-16.6	98.0	97.0	-10.4	16.0	3.0
Cc1ccc(-c2n[nH]c(=S)n2-c2ccccc2)cc1	-9.6	0.5	-0.7	-9.4	86.0	86.0	21.7	-5.3	2.0
COc1cccc(C2c3[nH]c4ccccc4c3CCN2CCCn2cccn2)c1 (configuration not stated)	0.4	1.2	0.1	5.3	103.0	103.0	-6.4	-0.2	12.0
COc1ccccc1C(=O)N/C(=C\c1cn(S(=O)(=O)N(C)C)c2ccccc12)C(=O)N1CCOCC1	-5.6	18.3	0.7	-17.9	101.0	99.0	-0.2	26.5	-2.0
COC(=O)CCC(=O)OC1(C)C(=O)C=C2C=C(C3CC3)N(CCN3CCOCC3)C=C2C1=O (configuration not stated)	.	35.3	-0.5	.	119.0	143.0*	.	.	4.0
CCCC(C)c1nnc(NC(=O)CCS(=O)(=O)Cc2ccccc2)s1 (configuration not stated)	-7.0	16.0	2.2	-25.3	104.0	105.0	28.8*	9.9	3.0
COc1ccc(/C=C/C(=O)Nc2c(C(=O)O)[nH]c3ccccc23)cc1OC	-10.8	54.0	-0.9	-25.4	95.0	96.0	-9.2	10.3	-9.0
COc1ccc(C)cc1NC(=O)c1ccc(S(=O)(=O)N2CCOCC2)cc1	1.3	36.4	0.2	-17.3	98.0	99.0	-0.8	16.5	-3.0
CCc1cccc(C)c1NC(=O)CN1C(=O)c2ccccc2S1(=O)=O	3.3	-5.3	1.0	-1.7	110.0	110.0	6.5	-12.5	4.0
CCn1cc(CN2CCCC(CO)(Cc3cccc(Cl)c3)C2)cn1 (configuration not stated)	-9.1	39.5	-0.8	4.3	105.0	94.0	1.7	13.9	-6.0
COC(=O)CC/C(O)=C1\C(=O)CC(C)(C)CC1=NCCc1nc2ccccc2[nH]1	3.6	0.6	0.5	-17.1	95.0	84.0	-18.3	-19.3	-11.0
Cc1ccc(NC(=O)COc2ccccc2)c(NC(=O)c2ccco2)c1	-16.2	36.4	-1.1	-13.2	104.0	110.0	1.5	10.0	7.0
COc1ccc(C2CC(c3ccc4ccccc4c3)=NN2C(=O)CN2C(=O)CCC2=O)cc1 (configuration not stated)	-8.4	32.0	5.8	-8.1	103.0	100.0	1.0	11.4	-1.0
CC(C)CNC(=O)/C=C/c1cccs1	6.3	-3.9	-2.0	4.1	97.0	115.0	-0.1	27.2	12.0
O=C(N/N=C/c1c(Nc2cccc(C(F)(F)F)c2)nc2ccccn2c1=O)c1ccccc1[N+](=O)[O-]	-14.1	-9.0	-0.4	-0.4	124.0	103.0	-0.8	30.2	0.0
COC(=O)C(NC(C)=O)(Nc1nc2ccc(S(C)(=O)=O)cc2s1)C(F)(F)F (configuration not stated)	-0.2	10.6	0.5	-1.1	107.0	107.0	-4.6	-13.9	4.0
CCCS(=O)(=O)N1CCC(C(=O)N2CCc3ccccc3C2)CC1	2.5	35.4	1.0	-15.4	98.0	98.0	5.8	-4.3	2.0
N=c1c(C(=O)NCC2CCCO2)cc2c(=O)n3ccccc3nc2n1C1CCCCC1 (configuration not stated)	-1.7	-6.5	0.2	-0.8	100.0	99.0	-0.5	14.8	-6.0
COc1ccc(Cl)cc1NC(=O)NCc1ccccn1	-0.8	23.8	0.2	-3.3	103.0	103.0	5.7	16.3	9.0
C=CCOC(=O)C1=C[C@H](C2CCCCC2)C[C@H](OCc2ccc(CO)cc2)O1	.	.	0.0	.	102.0	97.0	.	.	0.0
O=C(Oc1c(Cl)cc(Cl)c2ccccc12)N1CCCC1	-7.8	-11.4	-2.0	-13.2	102.0	99.0	0.1	-1.7	-1.0
CC(=O)Cc1cc2cc([N+](=O)[O-])ccc2oc1=O	-1.1	-8.5	0.6	-1.1	93.0	95.0	-7.7	8.1	-19.0
O=C(c1ccc(C(F)(F)F)cc1)C1CCCN(C(=O)c2cnccn2)C1 (configuration not stated)	-10.3	39.7	1.0	-11.1	99.0	98.0	3.4	10.5	3.0
Cc1cc(NC(=O)CCC(=O)N(CC(=O)NC2CCCC2)c2ccc(C)c(F)c2)no1	0.0	6.2	0.1	-46.9	98.0	100.0	-2.1	13.4	0.0
COc1ccc2c(CC(=O)NCc3ccc4c(c3)OCO4)coc2c1	2.1	7.0	-1.0	-13.8	105.0	100.0	-9.8	31.3	1.0
CCOc1ccc(CC(=O)Nc2nccs2)cc1OCC	3.2	36.6	-1.5	-8.8	97.0	84.0	-9.7	-5.6	-9.0
CC(C)Cn1c(=O)c2c(nc3n2CCCN3CCc2ccccc2)n(C)c1=O	-8.5	-1.0	2.4	-11.4	88.0	96.0	-1.6	-20.0	-16.0
Cc1cc(C)n(CC(O)Cn2c3ccccc3c3ccccc32)c(=O)n1 (configuration not stated)	-0.4	-5.4	-1.5	-22.6	100.0	99.0	-0.6	8.0	0.0
CCOC(=O)c1sc(NC(=S)NC(=O)CC(C)C)cc1C	-7.0	15.5	-0.1	-7.7	102.0	98.0	6.7	5.5	4.0
COc1ccc(NC(=O)N2CCCCC2)cc1	-3.8	-32.0	-1.0	-3.3	104.0	103.0	0.8	22.0	4.0
CC1=C(C(=O)Nc2ccccc2C(=O)N2CCCCC2)SCCO1	-7.8	22.6	-0.7	-6.6	99.0	101.0	-1.4	12.1	0.0
CCOC(=O)CCC(=O)OCC(=O)NC(C)C1CC2CCC1C2 (configuration not stated)	-5.5	42.0	-0.5	-8.1	98.0	103.0	-12.2	-3.2	6.0
Cc1cccc(CN2CCCC(C(=O)Nc3ccc(-c4cscn4)cc3)C2)c1 (configuration not stated)	-3.3	13.0	.	22.0	106.0	119.0	-6.4	10.8	11.0
N=C1S/C(=C\c2ccccc2)C(=O)N1c1ccc(F)cc1	-5.7	-2.4	-0.3	1.5	138.0*	111.0	-1.1	15.9	1.0
O=C(CN1CCN(c2ncccn2)CC1)Nc1ccccc1C(F)(F)F	5.1	49.8	1.5	-27.4	95.0	89.0	-4.3	-3.0	-7.0
COc1ccc(Cl)c2c1[nH]c1nc(SCc3cccnc3)nnc12	-12.1	28.3	0.6	7.9	93.0	97.0	-3.3	13.8	-4.0
O=C(CSc1cccs1)Nc1cccc2ccccc12	-5.3	9.0	-3.1	-4.0	102.0	100.0	-1.5	1.3	0.0
CC(=O)c1sc2c(c1N)c(=O)[nH]c(=O)n2-c1ccccc1	-11.9	30.8	-0.1	-7.4	98.0	100.0	-1.0	17.5	6.0
O=C(Cc1ccc(Cl)cc1)NNS(=O)(=O)c1ccc([N+](=O)[O-])cc1	-1.2	0.7	-1.7	-2.0	106.0	106.0	9.3	-0.7	0.0
O=C(OCN1C(=O)c2ccccc2C1=O)/C(=C\c1ccco1)NC(=O)c1ccccc1	19.0*	11.4	-0.3	-10.9	94.0	93.0	7.5	13.2	-4.0
CN1CCN(CC(=O)Nc2ccccc2Sc2ccccc2)CC1	-3.0	32.2	2.1	13.8	100.0	99.0	-10.9	6.0	0.0
COCCNC(=O)c1onc(CSc2ccc(C)c(C)c2)c1C(=O)O	-12.6	7.2	-0.8	-23.2	112.0	113.0	-7.6	-2.6	6.0
O=[N+]([O-])c1ccc(-c2csc(N/N=C/c3cccnc3)n2)cc1	-3.9	25.6	0.1	0.8	103.0	98.0	-7.4	19.5	-3.0
Cc1cc2nc(/C=C/c3nc4cc(C)c(C)cc4[nH]3)[nH]c2cc1C	-10.5	47.4	-0.6	-0.3	100.0	95.0	-0.7	8.7	2.0
CON(C)c1nc(C2CCCCC2)c2cc(C)ccc2n1	.	.	-1.8	.	103.0	100.0	.	.	-2.0
CCCCN(C)CCC(=O)Nc1ccc(F)c(F)c1	-8.1	23.3	0.9	7.4	118.0	105.0	-11.7	30.7	0.0
Cc1ccccc1/C=C/C12NC(=O)CN1c1ccccc1C2(C)C (configuration not stated)	-12.3	28.3	-2.5	-32.7	94.0	95.0	-6.3	23.1	-11.0
O=C(Cn1cnc2ccccc2c1=O)c1cccs1	-13.2	-9.3	-0.3	0.3	92.0	97.0	2.9	-2.2	-9.0
CCc1ccc(-c2cn3nc(-c4ccccc4)cnc3n2)cc1	-16.1	15.9	-0.1	-4.0	103.0	90.0	4.4	10.6	5.0
CN(C)C(=O)Nc1ccccc1	-10.3	33.1	0.7	-1.6	100.0	97.0	-1.3	-13.9	-3.0
Cc1oc(-c2ccc(Cl)cc2)nc1CS(=O)CC(=O)NCCCN1CCOCC1 (configuration not stated)	-2.2	31.5	-0.8	-3.1	102.0	100.0	-1.1	20.4	3.0
CCC(=C(c1ccc(OC)cc1)c1ccc(OC)cc1)c1cn(CC(O)CN(CCO)CCO)c2ccccc12 (configuration not stated)	5.2	10.8	0.7	19.6	106.0	149.0*	-1.4	-8.1	9.0
Cn1cc(S(=O)(=O)Nc2ccc(Br)cc2F)c(=O)n(C)c1=O	-3.0	-11.0	1.4	-6.4	112.0	114.0	-7.9	19.9	21.0
COc1ccccc1-c1cc(C(=O)Nc2ccc(F)cc2F)no1	2.3	12.9	-0.4	-7.9	99.0	101.0	-3.2	-3.7	1.0
COc1ccc(CNC(=O)C(NS(=O)(=O)c2ccc3c(c2)CCCN3C(C)=O)C(C)C)cc1 (configuration not stated)	-6.0	-6.6	-0.6	-16.5	100.0	102.0	-1.2	-0.9	5.0
COc1cccc(CNn2cnnc2)c1O	-1.0	9.5	0.6	12.4	95.0	94.0	3.8	5.4	-5.0
N#CC(C#N)=c1ccc2c(c1)N1C3=C(CCCC3)CC3CCCCC31N=2 (configuration not stated)	-2.2	7.1	-0.8	4.8	105.0	99.0	-6.4	53.3	6.0
CC(NC(=O)C1CCN(S(=O)(=O)c2ccccc2)CC1)c1ccccc1 (configuration not stated)	-5.6	22.6	0.3	-15.5	102.0	103.0	-12.9	12.2	5.0
COc1ccc(-c2nc(N)n(C(=O)Cc3ccccc3)n2)cc1	-7.6	32.6	0.2	1.3	106.0	101.0	-7.2	4.6	-1.0

Assay outcomes (PubChem BioAssay)
